Screening results from PubChem BioAssay.
AmpC inh no detg: qHTS Inhibitors of AmpC Beta-Lactamase (assay without detergent); AmpC nitrocefin hydrolysis, absorbance 480 nm, 0.0001% Triton; Potency, µM (titrated, usually from 57.1 µM), for inactives: at the top dose activity change, negative = inhibition, usual class: inhibitors; 330,000 tested, 0.52% active; AID 485341, 2010;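 note: potency is the fitted concentration of half-maximal effect; plate controls were no compound for no effect and no enzyme for full effect; nearly all actives have a fitted effect of over 20% in size; some results filed as inactive show a strong effect at the top dose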
Target sequence (P00811 whole entry, looked up): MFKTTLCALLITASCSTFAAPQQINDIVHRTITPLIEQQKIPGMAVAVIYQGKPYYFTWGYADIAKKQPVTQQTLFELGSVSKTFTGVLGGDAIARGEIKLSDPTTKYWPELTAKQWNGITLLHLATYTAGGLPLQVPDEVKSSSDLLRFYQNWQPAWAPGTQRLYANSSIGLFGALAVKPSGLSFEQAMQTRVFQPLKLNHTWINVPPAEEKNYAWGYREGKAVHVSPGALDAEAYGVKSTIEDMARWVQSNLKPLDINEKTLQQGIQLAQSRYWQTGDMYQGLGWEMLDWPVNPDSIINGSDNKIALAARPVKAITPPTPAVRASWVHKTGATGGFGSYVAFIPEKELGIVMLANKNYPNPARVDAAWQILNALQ
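AmpC (5.3 nM in the dispensed reagent) in 20 mM phosphate pH 7.0 with 0.01% (detergent screen) or 0.0001% Triton X-100 was preincubated with compounds for 15 min at room temperature. Nitrocefin was then added from an 800 uM solution, and hydrolysis was followed at 480 nm.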
HCMV antiviral: qHTS Assay for inhibitors of the human cytomegalovirus (HCMV); HFF cells, HCMV-luciferase reporter, 72 h; active compounds read low; 410,000 tested, 4.5% active; AID 1259415, 2018; activity change, negative = inhibition, % at 57.5 µM; in the data active = activity change below about -60%; inconclusive = no clear call, values can overlap the other calls; inactive = above about -39%
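Human foreskin fibroblasts infected with luciferase-reporter HCMV at MOI 1 PFU/cell, compounds at two doses. Luciferase measured 72 h post infection; normalized to buffer-only basal and Salinomycin (10uM) controls.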
AmpC inh detg: qHTS Inhibitors of AmpC Beta-Lactamase (assay with detergent); P00811; AmpC hydrolysis of nitrocefin, absorbance 480 nm, 0.01% Triton; Potency, µM (titrated, usually from 114 µM), inactives show at the top dose activity change, negative = inhibition, most hits filed as inhibitors; 370,000 tested, 0.041% active;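 note: potency is the fitted concentration of half-maximal effect; 0% = no-compound wells and -100% = no-enzyme wells; nearly all actives have a fitted effect of over 25% in size; some results filed as inactive show a strong effect at the top dose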
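20 mM phosphate pH 7.0 + 0.01% (detergent screen) or 0.0001% Triton X-100; 5.3 nM AmpC reagent; cpd preinc 15 min RT; nitrocefin (800 uM stock) to start; A480 q20 s × 4 min; Activity was normalised to no-enzyme and no-compound control wells.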
LmPK inh: qHTS Assay for Inhibitors of Leishmania Mexicana Pyruvate Kinase (LmPK) | Q27686 | purified LmPK, Kinase-Glo ATP luminescence, 1 h | Potency, µM (top dose mostly 57.5 µM), for the others: at the top dose activity change, negative = inhibition, usual class: inhibitors | 290,000 tested, 0.37% active; note: potency is the fitted concentration of half-maximal effect
Target sequence (Q27686 whole entry, looked up): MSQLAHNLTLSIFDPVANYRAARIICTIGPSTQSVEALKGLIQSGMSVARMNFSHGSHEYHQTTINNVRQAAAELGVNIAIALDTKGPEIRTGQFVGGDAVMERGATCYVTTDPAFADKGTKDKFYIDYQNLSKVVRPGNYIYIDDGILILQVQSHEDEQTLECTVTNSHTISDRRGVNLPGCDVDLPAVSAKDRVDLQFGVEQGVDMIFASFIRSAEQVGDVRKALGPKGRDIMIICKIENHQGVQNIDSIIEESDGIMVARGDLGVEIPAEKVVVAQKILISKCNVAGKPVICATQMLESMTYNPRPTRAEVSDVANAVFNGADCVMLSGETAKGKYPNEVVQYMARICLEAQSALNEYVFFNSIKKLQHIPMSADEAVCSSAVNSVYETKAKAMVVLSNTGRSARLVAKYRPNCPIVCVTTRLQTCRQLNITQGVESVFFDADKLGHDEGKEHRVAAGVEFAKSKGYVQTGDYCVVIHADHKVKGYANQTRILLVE
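Purified LmPK (0.1 nM) with 0.5 mM PEP and 0.1 mM ADP in imidazole buffer pH 7.2 with MgCl2/KCl, 1 h at room temperature. ATP formed was read by luciferase luminescence and normalized to no-enzyme and uninhibited controls.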
AMA1 RON2 block: qHTS for Inhibitors of AMA1-RON; Towards Development of Antimalarial Drug Lead: Primary Screen; AlphaScreen AMA1-biotinylated RON2 peptide binding; AID 720542, 2013; 360,000 tested, 0.2% active; Potency, µM (series often up to 58.2 µM), without a hit: at the top dose activity change, negative = inhibition, hits mostly inhibitors; Plasmodium falciparum AMA1 (3D7) - RON2 peptide interaction;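 note: potency is the fitted concentration of half-maximal effect; 0% = vehicle wells and -100% = peptide control; nearly all actives have a fitted effect of over 45% in size; some results filed as inactive show a strong effect at the top dose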
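AMA1 (3D7) with his tag at 25 nM final met compounds first, then biotinylated RON2 peptide at 25 nM; detection used donor plus acceptor beads, 10 µg/mL apiece, read by AlphaScreen after 30 min at room temperature.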
Tb PYK inh: qHTS of Trypanosoma Brucei Inhibitors; TbPYK enzyme, Kinase-Glo Plus ATP luminescence, 45 min; AID 624173, 2012; Potency, µM (top dose mostly 76.8 µM), inactives show at the highest dose activity, negative = inhibition, actives largely listed as inhibitors; pyruvate kinase (Trypanosoma brucei), Q57TT1; 410,000 tested, 0.12% active; note: potency is the fitted concentration of half-maximal effect; nearly all actives have a fitted effect of over 50% in size
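ADP (130 uM final) triggers the TbPYK reaction after compound addition; incubation is 45 min at room temperature. Kinase-Glo Plus is then added and luminescence imaged. Normalized data are fitted to concentration-effect curves.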
HCV inhibitor: qHTS Assay for Inhibitors of Hepatitis C Virus (HCV); Huh7.5.1 HCVcc-Cre infection, luciferase reporter, 44 h; Potency, µM (series often up to 41.8 µM), for inactives: top-dose activity change, negative = inhibition, usual class: inhibitors; 340,000 tested, 3.4% active; note: potency is the fitted concentration of half-maximal effect
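Compounds are dispensed onto cells plated 4 h earlier at 1,000 per well, with HCVcc-Cre virus (about 0.5 moi) added next. Following 44 h of culture, luminescent signal is measured for 15 sec after 15 min with substrate at room temperature.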
Numbers without * were called inactive; ? = inconclusive; · = not tested or not shown; & = joins results of further samples; [ ] = another dose, or the depositor's remark. Unless noted, calls come from the whole dose curve; as a rule, active = well fitted curve in the direction sought with a large enough effect; inconclusive = small, poorly fitted or top-dose-only effect, or another doubt; inactive = no such curve, though single readings can be large; an effect the other way counts as inactive or inconclusive. Unless noted, % is set by controls: 0 for no effect and ±100 for the full control effect.

SMILES | AmpC inh no detg | HCMV antiviral | AmpC inh detg | LmPK inh | AMA1 RON2 block | Tb PYK inh | HCV inhibitor
CCN1CCN(C(c2ccccc2)c2nnnn2Cc2ccccc2)CC1 (stereo not drawn) | 2% | -1 | 1% | 2% | 7% | -10% | -17%
NC(=S)/N=C/c1c(O)[nH]c(=O)[nH]c1=O | -8% | 2 | ? | 3% | -2% | -19% | 2%
Cn1c(=O)n(Cc2c(F)cccc2Cl)c(=O)c2c1nc1n2CCN1c1ccc(F)cc1 | · | 18 | 16% | · | · | -1% | ·
O=c1nc(NCc2ccccc2Cl)cn[nH]1 | -7% | 3 | 2% | 8% | 6% | -1% | 12%
C/C=C/c1ccc(OCCCCOc2c(OC)cccc2OC)c(OC)c1 | 15% | -28 | -13% | 4% | -4% | -4% | ?
Cc1cc(C)c(C)c(S(=O)(=O)NCC(=O)Nc2sc3c(c2C(N)=O)CCCC3)c1C | -39% | 5 | 1% | 3% | 49%[activator] | -28% | 15%
CCc1ccc(Nc2cc(=O)n(C3CCCCC3)c(=O)[nH]2)cc1 | -42% | 3 | -1% | 3% | 14% | 1% | ?
O=C(Nc1ccccc1OC(F)F)c1ccc(S(=O)(=O)N2CCOCC2)cc1 | -2% | ? | 0% | -5% | 6% | -11% | ·
CN1C(=O)[C@H]2[C@@H](c3ccc(C(F)(F)F)cc3)N[C@]3(CCCN(Cc4ccc(Cl)cc4)C3=O)[C@H]2C1=O | · | -8 | · | · | -5% | -14% | ·
CCC1(c2ccccc2)NC(=O)N(CC#N)C1=O (stereo not drawn) | -6% | -19 | ? | -2% | -28% | -3% | 4%
O=C(CSc1oc(-c2ccccc2)nc1S(=O)(=O)c1ccccc1)c1ccccc1 | · | -7 | 8% | · | · | -5% | ·
COc1ccc(C(=O)NCc2nnc(SCC(=O)NC3=NCCS3)n2C)cc1 | -7% | -35 | 1% | 3% | -10% | -1% | -8%
Cc1cccc(C2N(c3ccc(F)cc3)C(=O)C3CCCN32)c1 (stereo not drawn) | · | 3 | · | · | 4% | -1% | 20%
CCCNC(=S)N1CCC(NC(=O)c2ccc(C)cc2)CC1 | 1% | 27 | 5% | 3% | 11% | 2% | -4%
CN(CC(=O)NC1CCCCCC1)S(=O)(=O)c1ccc(Br)cc1 | -6% | 33 | -7% | 2% | -15% | 7% | ·
C[C@H](CO)N1C[C@H](C)[C@@H](CN(C)Cc2ccccc2F)Oc2ncc(Br)cc2C1=O | · | 1 | · | · | 5% | 2% | ·
COc1cccc(C2C(C(=O)Nc3ccccc3)=C(C)Nc3nc(-c4ccccc4)nn32)c1 (stereo not drawn) | · | 8 | -4% | · | · | 5% | ·
COc1ccc(C(=O)Nc2nc(-c3cccs3)c(NC(C)=O)s2)cc1 | -27% | 11 | -9% | 0% | -13% | -4% | ?
CCOC(=O)c1cccc(N2C(=O)C3C(C(=O)NC4CC4)C4(C)C=CC3(O4)C2C(=O)NC(C)(C)C)c1 (stereo not drawn) | -3% | 54 | 2% | 4% | -5% | -2% | ?
Cc1c(Cc2ccccc2)c(=O)oc2cc(OCC(=O)NC(Cc3ccc(Cl)cc3)C(=O)O)ccc12 (stereo not drawn) | 118%[activator] | -6 | -5% | 5% | -1% | 1% | -11%
Brc1ccc2c(c1)C(C1=NCCN1)c1ccccc1CS2 (stereo not drawn) | -1% | -29 | -14% | -6% | 1% | 4% | -29%
COc1ccc(OC)c2sc(NC(=O)c3cccc(N4C(=O)CCC4=O)c3)nc12 | -3% | 51 | -3% | -11% | 7% | -9% | ·
COc1cc(N2CCC(O)CC2)ccc1Nc1nnc(Cl)c(Nc2ccccc2S(C)(=O)=O)n1 | · | · | · | · | -15% | -15% | ?
O=C(Nc1cccnc1)c1sc2cccc(F)c2c1Cl | -15% | 28 | -2% | -2% | 0% | -6% | ?

One compound at a time (already shown). Order of values: AmpC inh no detg, HCMV antiviral, AmpC inh detg, LmPK inh, AMA1 RON2 block, Tb PYK inh, HCV inhibitor
COc1cccc(C2C(C(=O)Nc3ccccc3)=C(C)Nc3nc(-c4ccccc4)nn32)c1 (stereo not drawn) is listed with ·, 8, -4%, ·, ·, 5%, ·
C[C@H](CO)N1C[C@H](C)[C@@H](CN(C)Cc2ccccc2F)Oc2ncc(Br)cc2C1=O is listed with ·, 1, ·, ·, 5%, 2%, ·
COc1cc(N2CCC(O)CC2)ccc1Nc1nnc(Cl)c(Nc2ccccc2S(C)(=O)=O)n1 is listed with ·, ·, ·, ·, -15%, -15%, ?

New compounds follow:
SMILES | AmpC inh no detg | HCMV antiviral | AmpC inh detg | LmPK inh | AMA1 RON2 block | Tb PYK inh | HCV inhibitor
Cc1cc(C)c2nc(-c3ccccn3)cc(C(=O)NCc3ccc(S(N)(=O)=O)cc3)c2c1 | -5%[2.29 µM] | -18 | -9% | -1% | 9% | 1% | ?
CCOC(=O)c1cc(-c2ccco2)nc2c1c(C)nn2CCC#N | 34% | -10 | ? | -1% | 3% | -5% | ?
CN1C(=O)/C(=C/C=C2\SCCN2C)OC1=S | -9% | 143 | -7% | -3% | 2% | -1% | 2%
Cn1c(N)cc(=O)[nH]c1=S | · | 5 | · | · | 23% | 5% | 22%
COCC(=O)Nc1ccc([N+](=O)[O-])cc1C | -20% | -21 | -6% | -2% | -10% | -5% | -5%
CCOC(=O)C1(CCOc2ccccc2)CCN(Cc2nccn2CC)CC1 | 91%[activator] | 13 | 1% | 0% | 32%[activator] | 0% | ?
CC(Cc1cccnc1)NC(=O)CCc1nnc(-c2ccccc2)o1 (stereo not drawn) | -9% | -23 | -3% | 3% | 30% | 5% | 2%
C=C(C)c1cccc(C(C)(C)NC(=O)Nc2ccc(C)cn2)c1 | -2% | -39 | -8% | 7% | -21% | 0% | 8.9µM*
CCOC(=O)C1(Cc2ccccc2)C(=O)Nc2ccccc21 (stereo not drawn) | · | 31 | · | · | 9% | 9% | -3%
Cc1ccc(NCN2C(=O)C3CC=CCC3C2=O)cc1 (stereo not drawn) | -12% | -4 | 3% | 1% | 7% | 1% | 10%
c1ccc(-c2nc(N3CCOCC3)s[n+]2-c2ccccc2)cc1 | -44% | -1 | -14% | -19% | 5% | 2.5µM* | -7%
Cc1cc2ncn(/N=C/c3cccnc3)c2cc1C | 105%[activator] | 24 | -5% | 0% | -6% | 14% | ?
Cc1ccc2c(c1)-c1nc(-c3ccc4c(c3)NC(=O)CO4)cc(-c3ccc(F)cc3)c1CO2 | · | -4 | -4% | · | · | 3% | ·
O=c1[nH]c2ccccc2n2c(=S)[nH]nc12 | 60%[activator] | -32 | -9% | 0% | 8% | ? | -4%
O=C(COC(=O)C1CCN(S(=O)(=O)c2cccc3cccnc23)CC1)c1ccccc1 | -16% | 14 | ? | 5% | 9% | 42% | 2%
CCOc1ccc(N2CC(C(=O)Nc3ccc(S(=O)(=O)N4CCOCC4)cc3)CC2=O)cc1 (stereo not drawn) | 50% | 18 | -11% | 7% | 0% | -5% | 10%
CC(C)OC(=O)CCCNc1ccc([N+](=O)[O-])cc1[N+](=O)[O-] | -10% | 111 | -11% | 6% | -10% | -1% | -10%
Oc1ccc(/C=N/NC(=S)Nc2cccnc2)c(O)c1O | -48% | -25 | -15% | -6% | ? | ? | -15%
COc1ccccc1NC(=O)CCSc1nc(C)cs1 | -5% | 16 | -1% | 0% | 12% | -2% | -7%
COc1ccc(CN2CCNC(=O)C2CC(=O)NCCC2=CCCCC2)c(F)c1 (stereo not drawn) | -2% | 35 | 2% | -5% | 13% | 1% | 4%
CCOC(=O)C1=C(COC(=O)/C=C/c2cccc(Br)c2)NC(=O)NC1C (stereo not drawn) | 6% | 14 | ? | · | -5% | -1% | -5%
Nc1cc2c(cc1C(=O)c1cccc(Br)c1)OCCO2 | -23% | 5 | 9% | 0% | ? | -1% | -13%
CC(=O)c1ccc(NC(=O)c2sc(-n3nc(C)c(Cc4ccc5c(c4)OCO5)c3C)nc2C)cc1 | · | 22 | 16% | · | · | -10% | ·
CC(=O)c1ccc(NC(=O)COC(=O)C2CCN(S(=O)(=O)c3cccs3)CC2)cc1 | -30% | -11 | -4% | · | 18% | -18% | -15%
Cc1nc(-c2ccccn2)sc1C(=O)Nc1ccc(F)cc1 | -3% | -6 | -4% | 5% | -15% | -3% | 4%
Cc1cc(OC(C)C(=O)NCCN2CCOCC2)c2c(C)c(C)c(=O)oc2c1 (stereo not drawn) | 14% | 88 | -9% | 6% | 21% | -5% | -16%
C/C=C/Cn1c(SCc2ccc(Cl)cc2)nc2c1c(=O)[nH]c(=O)n2C | -25% | -12 | -7% | 3% | 1% | -6% | 4%
COc1cccc(C2/C(=C(\O)c3ccc4c(c3)OCO4)C(=O)C(=O)N2CCN(C)C)c1OC (stereo not drawn) | -6% | -14 | -4% | 1% | -4% | -3% | 14%&15%
Cc1cccc(N2C(=O)NC(=O)/C(=C/c3ccc(-c4ccc(C(=O)O)c(Cl)c4)o3)C2=O)c1 | -23% | · | 2% | 14% | · | · | ·
COc1ccc(-n2nc(C(=O)NCC(=O)NC(C)C)c3ccccc3c2=O)cc1 | 0% | ? | 10% | 1% | 2% | 0% | 4%
CC(=O)CSc1nc2nccnc2[nH]1 | · | -1 | · | · | 31%[activator] | 2% | ·
O=C(c1ccc(CS(=O)c2ccccc2Cl)o1)N1CCN(c2cccc(C(F)(F)F)c2)CC1 (stereo not drawn) | · | -96* | 10% | · | · | 2% | ·
CC(NC(=O)COC(=O)c1ccccc1O)C1CC2CCC1C2 (stereo not drawn) | -45% | 72 | · | · | -21% | -5% | -9%
CC1CC1C(=O)OCC(=O)N(C)CC(=O)Nc1ccc(F)cc1 (stereo not drawn) | -15% | -21 | · | · | 1% | 0% | 7%
NS(=O)(=O)c1ccc(CCNC(=S)Nc2ccc(F)cc2)cc1 | -12% | -61* | -1% | 2% | -5% | 0% | -9%
COC(=O)c1cc(C(=O)OC)cc(-n2c(C)cc(C=O)c2C)c1 | -13% | -12 | 2% | 3% | 2% | 2% | -5%
O=C(NC1CC1)c1cccc(Oc2ccccc2)c1 | -10% | 7 | 0% | 7% | -16% | 6% | -6%
Cc1c(NC(=O)c2ccc(N(C)S(=O)(=O)c3ccccc3)cc2)c(=O)n(-c2ccccc2)n1C | -1% | -9 | 5% | -8%[11.5 µM] | 12% | -2% | ?
